Bioassay records as filed in PubChem.
POLB inh: DNA polymerase beta (human) inhibition | P06746 | AID 485314 | Potency, µM (titrated, usually from 114 µM), without a hit: top-dose activity change, negative = inhibition, actives largely listed as inhibitors | 340,000 compounds, 1.3% hits | Pol beta primer extension/strand displacement, fluorescence kinetic; also: potency is read from the fitted curve at half-maximal effect; % is scaled to controls: 0 for no effect and ±100 for the full control effect
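Kinetic readout of DNA synthesis with strand displacement by Pol beta. Compound and 10 nM enzyme sit 15 min at room temperature; 50 nM substrate starts the reaction, read immediately and at 10 min.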
Pol kappa inh: DNA polymerase kappa (human) inhibition | Q9UBT6 | purified Pol kappa, fluorescent DNA synthesis assay, 10 min | Potency, µM (titrated, usually from 107 µM), inactives show at the top dose activity, negative = inhibition, hits mostly inhibitors | 400,000 compounds, 0.53% hits; also: potency is read from the fitted curve at half-maximal effect; % is scaled to controls: 0 for no effect and ±100 for the full control effect
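Kinetic fluorescence readout at 0 and 10 min followed reaction start with substrate at 50 nM final. Beforehand, enzyme (10 nM Pol kappa) stood 15 min with compound at room temperature; buffer-only wells were negative controls.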
LDHA inh: blocks human lactate dehydrogenase A; purified LDHA, NADH/diaphorase-resazurin fluorescence; stronger effect = lower value; P00338; 480,000 compounds, 0.15% hits; activity change, % (values are at about 110 or 230 µM); in the data active = activity change below about -30%; inconclusive = mostly about -25% to -30%;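 also: plate controls were DMSO wells for no effect and wells without enzyme for full effect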
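Remaining NADH was detected by diaphorase (0.133 mg/mL) converting 37 µM resazurin to fluorescent resorufin, read at 0 and 20 minutes. The preceding 5-minute room-temperature reaction used 2 nM LDHA, 0.2 mM sodium pyruvate and 0.06 mM NADH at pH 7.4.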
ERG Ets-DNA blk: ERG Ets/DNA interaction inhibition; P11308; fluorescence polarization, His-ERG Ets domain / labelled DNA; Potency, µM (highest dose often 76.9 µM), for inactives: at the top dose FP activity, negative = inhibition, usual class: inhibitors; 370,000 compounds, 0.028% hits; AID 624246; active = well fitted inhibition curve with a large enough effect in the polarisation, with a control signal flat; inconclusive = small, poorly fitted or top-dose-only effect, or effect the other way, or a change in a side signal; inactive = no such curve, though single readings can be large or run the other way; the % refers to the polarisation;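 also: polarization taken with two DNA probes labelled with fluorescein and Texas red; potency is read from the fitted curve at half-maximal effect; % of control where 0% means no effect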
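His-tagged ERG Ets domain (1 uM in the protein solution; 300mM KCl, 50mM Tris-HCl, 1mM EDTA, 1mM DTT, pH 7.5) received compound, then a probe mix of 5 nM fluorescein-DNA and 100nM Texas-615-DNA. Fluorescence polarization was read for both dyes.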
ALOX12 inh: blocks human arachidonate 12S-lipoxygenase; P18054; 580,000 compounds, 1.1% hits; Potency, µM (titrated, usually from 108 µM), without a hit: top-dose activity change, negative = inhibition, usual class: inhibitors; purified 12hLO, xylenol orange hydroperoxide absorbance; also: potency is read from the fitted curve at half-maximal effect; % is scaled to controls: 0 for no effect and ±100 for the full control effect
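Purified human 12hLO at 150 nM in 25 mM Hepes, 0.01% Triton X-100, pH 7.0, preincubated 15 min at room temperature with compound. Reaction started with 40 uM arachidonic acid, 30 min at room temperature. Hydroperoxide measured by Fe-xylenol orange, 573/405 nm absorbance ratio.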
APE1 inh: blocks human APE1 abasic DNA cleavage; recombinant APE1, TAMRA/BHQ-2 abasic DNA cleavage fluorescence; Potency, µM (top dose mostly 65.8 µM), inactives show at the top dose activity change, negative = inhibition, most hits filed as inhibitors; 350,000 compounds, 0.35% hits;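 also: potency is read from the fitted curve at half-maximal effect; plate controls were vehicle for no effect and reference inhibitor for full effect; nearly all actives have a fitted effect of over 55% in size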
Target sequence (P27695 whole entry, looked up): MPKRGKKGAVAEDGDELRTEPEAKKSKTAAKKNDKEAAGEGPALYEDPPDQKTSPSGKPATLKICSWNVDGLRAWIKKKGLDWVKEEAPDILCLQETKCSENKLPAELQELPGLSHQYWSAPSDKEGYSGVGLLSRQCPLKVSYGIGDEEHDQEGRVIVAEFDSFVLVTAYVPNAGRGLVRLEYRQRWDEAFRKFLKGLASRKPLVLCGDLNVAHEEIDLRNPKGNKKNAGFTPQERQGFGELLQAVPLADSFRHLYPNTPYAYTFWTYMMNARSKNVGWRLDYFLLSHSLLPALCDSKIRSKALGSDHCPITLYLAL
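Kinetic fluorescence read (525 ex/598 em nm, three reads 60 s apart) of AP-site incision; signal = third minus first read. Enzyme 0.75 nM, dual-labelled THF duplex 50 nM, compound preincubation 15 min RT.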
Pol eta inh: blocks human DNA polymerase eta activity; Potency, µM (top dose mostly 114 µM), for inactives: at the top dose activity change, negative = inhibition, most hits filed as inhibitors; Q9Y253; recombinant Pol eta, fluorescent DNA replication assay; AID 588591; 390,000 compounds, 1.2% hits; also: potency is read from the fitted curve at half-maximal effect; % is scaled to controls: 0 for no effect and ±100 for the full control effect
Target sequence (Q9Y253 whole entry, looked up): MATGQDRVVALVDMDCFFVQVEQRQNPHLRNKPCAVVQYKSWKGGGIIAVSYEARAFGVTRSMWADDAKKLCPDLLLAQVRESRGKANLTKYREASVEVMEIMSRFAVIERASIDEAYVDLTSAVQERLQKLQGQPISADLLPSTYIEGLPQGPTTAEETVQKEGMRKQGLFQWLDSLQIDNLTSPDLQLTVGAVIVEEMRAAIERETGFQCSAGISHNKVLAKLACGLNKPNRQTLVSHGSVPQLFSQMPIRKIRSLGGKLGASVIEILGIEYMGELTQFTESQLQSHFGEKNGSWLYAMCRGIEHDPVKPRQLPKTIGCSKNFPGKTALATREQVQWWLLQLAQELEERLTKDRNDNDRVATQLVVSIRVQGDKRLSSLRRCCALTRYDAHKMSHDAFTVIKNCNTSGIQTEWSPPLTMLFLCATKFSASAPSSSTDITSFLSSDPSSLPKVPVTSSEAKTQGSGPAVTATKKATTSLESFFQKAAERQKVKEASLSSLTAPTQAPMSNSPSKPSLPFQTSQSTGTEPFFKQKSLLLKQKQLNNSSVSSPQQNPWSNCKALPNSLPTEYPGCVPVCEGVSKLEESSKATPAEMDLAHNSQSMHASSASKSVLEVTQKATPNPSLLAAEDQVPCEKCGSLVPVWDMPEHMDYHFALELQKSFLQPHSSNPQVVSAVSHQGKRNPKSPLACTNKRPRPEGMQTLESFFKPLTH
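Fluorescent replication assay: 50 nM final substrate added after a 15 min room-temperature compound preincubation with 10 nM enzyme. Signal taken at 0 min and again at 10 min.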
RGS4 inh: human RGS4 inhibition. Transcreener GDP fluorescence polarization, RGS4-accelerated GTP hydrolysis. P49798. 390,000 compounds, 0.039% hits. Potency, µM (highest dose often 114 µM), without a hit: top-dose activity change, negative = inhibition, most hits filed as inhibitors. AID 504845; also: potency is read from the fitted curve at half-maximal effect; % is scaled to controls: 0 for no effect and ±100 for the full control effect; nearly all actives have a fitted effect of over 75% in size; some results filed as inactive show a strong effect at the top dose
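MLSMR compounds (23 nl, pin-transferred) preincubated 10 min at room temperature with a 500nM (2x) first reagent, then RGS4 at 900nM (2x) plus Transcreener GDP mix added; fluorescence polarization (620/688 nm) read before and after 90 min at 30 °C.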
Apoferritin bind: binds horse apoferritin like a general anesthetic; P02791; apoferritin/1-aminoanthracene competitive binding, fluorescence; Potency, µM (titrated, usually from 77.5 µM), for the others: at the highest dose activity change, negative = displacement, actives largely listed as inhibitors; 350,000 compounds, 0.074% hits; also: potency is read from the fitted curve at half-maximal effect; % is scaled to controls: 0 for no effect and ±100 for the full control effect; nearly all actives have a fitted effect of over 20% in size
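Steps: apoferritin (10 uM) was premixed with half-saturated 1-AMA in PBS, compounds were pin-transferred, plates stood 10 min at room temperature, fluorescence was read at 380/535 nm, and curves were fitted with a Hill equation.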
* marks the source's active call; other numbers are inactive results; ? = inconclusive; / = not tested or not shown; [ ] = remark or other dose. Unless noted, calls follow the shape of the dose curve; as a rule, active = well fitted curve in the direction sought with a large enough effect; inconclusive = small, poorly fitted or top-dose-only effect, or another doubt; inactive = no such curve, though single readings can be large; an effect the other way counts as inactive or inconclusive. An excerpt; count on the stated rates, not on these rows.

POLB inh	Pol kappa inh	LDHA inh	ERG Ets-DNA blk	ALOX12 inh	APE1 inh	Pol eta inh	RGS4 inh	Apoferritin bind	SMILES
5%	-10%	2	-8%	-14%	-1%	-9%	41%	-11%	Cc1ccc(CNC(=O)C2CNc3cc(C)ccc3O2)cc1 (centres undefined)
-3%	-6%	0	8%	28%	-2%	-24%	-26%	-18%	O=C(NCc1nnc(SCc2ccccc2)n1-c1ccccc1)C12CC3CC(CC(C3)C1)C2
15%	-15%	-3	4%	-4%	56%	-16%	-3%	-7%	CCCOc1ccc(C(=O)Nc2ccc3c(c2)OCO3)cc1
-2%	5%	0	13%	?	0%	-9%	-12%	7%	Cc1cccc2c1NC(=O)C21OCC(CO)([N+](=O)[O-])CO1 (centres undefined)
28%	16%	-11	-3%	?	?	1%	-30%	-12%	CCOCc1cnc(C)nc1NCC(=O)c1c(C)[nH]c2ccccc12
25%	1%[60.1 µM]	-9	-22%	-14%	/	-1%	4%	12%	Cc1ccc(/C=C/c2onc(C)c2S(=O)(=O)N2CCC(C(=O)Nc3ccc(OC(F)(F)F)cc3)CC2)cc1
4%	-5%	-5	-4%	-6%	15%	-11%	?	-9%	O=C(NCc1cccnc1)c1ccc(Cl)c(S(=O)(=O)N2CCCCCC2)c1
-1%	-11%	1	1%	7%	0%	-3%	-29%	0%	NC(=S)N=Nc1c(O)[nH]c2cc(F)c(F)cc12
60%	-9%	-7	-5%	-8%	16%	-9%	-20%	?	COc1ccc(S(=O)(=O)n2nc(OC(=O)c3cccs3)cc2N)cc1
-17%	6%	-1	-17%	-6%	-3%	-14%	9%	-3%	COc1ccc(C(=O)Nc2ccc(CN3CCS(=O)(=O)CC3)cc2)cc1
13%	7%	-3	4%	-26%	19%	-14%	-26%	-8%	COc1ccc(C(CC(=O)NC(C)c2ccc(-c3ccccc3)cc2)NC(C)=O)cc1 (centres undefined)
/	-16%	-3	-5%	-1%	-10%	-13%	3%	/	COc1cc2c(C#Cc3cccnc3)c(-c3ccsc3)oc(=O)c2cc1OC
1%	-3%	2	-2%	-1%	5%	-26%	-9%	2%	COC(=O)C1(C(F)(F)F)N=C(C(F)(F)F)Nc2ccc(Cl)cc21 (centres undefined)
35%	-3%	-2	1%	0%	1%	-4%	?	0%	O=C(Cn1cnc([N+](=O)[O-])n1)NCc1ccccc1
-9%	-4%	-2	1%	0%	-4%	-8%	-21%	-20%	O=C(c1cnn(-c2ccc(Cl)cc2)c1)c1ccccc1O
6%	-7%	-1	5%	?	-7%	20µM*	-19%	-7%	C=CCOc1ccc(/C=C\c2nc(O)c([N+](=O)[O-])c(=O)[nH]2)cc1OCC
15%	-1%	3	-6%	34%	21%	-8%	-47%[56.9 µM]	-4%	Cc1ccc(NC(=O)NC(=O)CSc2n[nH]c(N)n2)c(C)c1
-26%	?	-3	-2%	10%	2%	-6%	31%	-4%	CC(=O)N/C(=C\c1ccccc1)C(=O)NCC(=O)O
4%	2%	-4	?	-5%	-4%	-5%	-9%	2%	CC(C)C(C(=O)O)N1CCS(=O)(=O)CC1 (centres undefined)
-15%	-18%	-1	-5%	-9%	65%[activator]	-3%	-14%[11.4 µM]	-16%	CC1CC(C)CN(CCCNC(=O)c2ccc(CNS(=O)(=O)c3ccc(F)cc3)cc2)C1 (centres undefined)
/	20%	7	-8%	-1%	/	-19%	-13%	/	C=CC[C@]12CC=CC(=O)[C@@]1(O)O[C@H](c1ccc(OC)c(OC)c1)[C@H]2C
0%	-19%	0	-4%	0%	1%	-16%	-26%	-3%	CCOC(=O)c1cnc2c(OC)cccc2c1N1CC(C)CC(C)C1 (centres undefined)
10%	4%	0	-1%	1%	/	-8%	-15%	-11%	CN1CCN(CCNC(=O)c2cnn(-c3ccc(F)cc3)c2C2CCN(C(=O)OC(C)(C)C)CC2)CC1
/	-12%	-3	3%	4%	31%	4%	-17%	/	COc1ccccc1CNC(=O)CCNC(=O)c1ccco1
/	-2%	-12	-2%	-8%	5%	1%	-1%	/	CCOc1ccc(OCCOC(=O)C2CCN(S(=O)(=O)c3ccc(C)c(C)c3)CC2)cc1
-29%	-13%	-2	1%	0%	/	-12%	-1%	-5%	Cc1c(C)n(Cc2ccc(F)cc2)c2ccc(C(=O)N3CCN(c4ccc(F)cc4)CC3)cc12
12%	-16%	-7	2%	-27%	/	-18%	14%	-13%	CCOc1ccccc1CNCc1c(C(=O)O)n(Cc2ccc(F)cc2)c2cc(C)ccc12
11%	-35%	-4	2%	-17%	-1%	3%	-2%	-4%	O=[N+]([O-])c1ccc(N2CCN(Cc3ccccc3)CC2)s1
-4%	2%	-9	-5%	-1%	-11%	-4%	-13%	-21%	CN(CCOc1ccc(Cl)cc1)C(=O)c1ccc(S(=O)(=O)N2CCOCC2)cc1
0%	-8%	-11	0%	?	24%	-21%	8%	-1%	COc1ccc(CNCc2ccc(OC)c3ccccc23)cc1
/	-23%	-3	7%	-12%	3%	-15%	-7%	/	Cc1ccsc1C(=O)N1CCN(c2ncccn2)CC1
14%	-8%	-17	2%	-13%	/	1%	-13%	0%	COc1ccc(NC(=O)CSc2nc(-c3ccccc3)cc(-c3cc(OC)c(OC)c(OC)c3)c2C#N)c(OC)c1
-12%	-4%	-4	1%	6%	26%	-1%	9%	-6%	Cc1ccccc1C(=O)NNC(=O)C(=O)Nc1cccc(Cl)c1C
0%	0%	-7	-8%	?	-4%	-21%	-3%	-3%	COc1ccc(NC(=O)CNc2ccc(C#N)cc2)cc1
?	-4%	-11	0%	-9%	-2%	6%	-80%[56.9 µM]	-10%	CCOC(=O)C1(C)NC(c2ccccc2F)C2C(=O)N(c3cccc(C(C)=O)c3)C(=O)C21 (centres undefined)
/	-10%	-3	0%	-9%	/	-10%	-5%	/	O=C(CC1C=CCC1)Nc1ccccc1 (centres undefined)
-7%	5%	5	1%	16%[57.4 µM]	-3%	-11%	-9%	-14%	CCN(CCNC(=O)C1CCN(c2nnc(-n3cccc3)s2)CC1)c1ccccc1
-5%	-9%	7	-21%	16µM*	4%	5%	-44%	2%	NC(=S)NNc1ccc(Cl)c(Cl)c1
1%	-3%	2	9%	11%	-3%	-4%	-17%	-23%	CC(C)Sc1nnc(Nc2ccccc2)s1
3%	?	-3	-8%	-3%	4%	20%	14%	?	C/C(=N\NC(=O)CNC(=O)c1ccccc1F)c1ccco1
21%	8%	2	10%	?	1%	-11%	-5%	-2%	CCOC(=O)C1(Cc2ccc(Cl)cc2)CCN(C(C)Cc2ccc(O)c(OC)c2)CC1 (centres undefined)
34%	-1%	-1	-1%	20%	55%	-5%	-9%	-6%	O=C(Nc1ccc(N2CCCC2)cc1)c1cc(Br)ccc1Cl
12%	1%	-4	-12%	?	-4%	-12%	-9%	-12%	CCn1c(/C=C/Nc2ccccc2)[n+](CC)c2ccc(C(=O)OCC(F)(F)F)cc21
28%	7%	-5	-19%	8%	5%	-20%	2%	-3%	COCCCNc1nc2nonc2nc1N1C[C@H]2CC[C@H]1C2
0%	-5%	-12	11%	16%	-1%	-13%	-31%	-9%	COc1cc(/C=N\NC(=O)c2ccc(Cl)cc2)ccc1Oc1ccc([N+](=O)[O-])cn1
6%	-8%	3	10%	/	15%	-17%	-29%	-21%	Cc1ccc(CN/C=C/C(=O)c2ccc(Br)cc2)cc1
/	-7%	-9	14%	-23%	9%	-5%	-3%	/	CCCCCC(=O)Nc1ccc(C(=O)COC(=O)CN2C(=O)NC3(CCCC3)C2=O)cc1
4%	-9%	3	-2%	17%	1%	3%	15%	?	O=S(=O)(Nc1cccc2[nH]ncc12)c1cccs1
6%	-10%	-6	-3%	-18%	8%	-2%	-13%	-4%	O=c1c(N2CCOCC2)nsn1Cc1ccccc1
-3%	0%	0	-11%	124%[activator]	-2%	-10%	-16%	-2%	Clc1ccc(-c2csc(-c3cccnc3)n2)s1
-18%	2%	0	-2%	?	2%	-11%	-13%	-2%	O=C(NCCOc1ccccc1)c1cncc(Br)c1
-21%	?	-9	-15%	-12%	41%	?	-14%[56.9 µM]	1%	Cc1ccc(/C=C2\C(=N)N3N=C(CC(=O)N4CCCCC4)SC3=NC2=O)cc1
-10%	-6%	-7	3%	1%	-3%	-4%	-9%	-15%	CN(CCC#N)C(=S)Nc1ccc(Oc2ccccc2)cc1

Limited to Pol kappa inh, ERG Ets-DNA blk and RGS4 inh, for 2 of the compounds above:
Structure | Pol kappa inh | ERG Ets-DNA blk | RGS4 inh
CCOC(=O)C1(C)NC(c2ccccc2F)C2C(=O)N(c3cccc(C(C)=O)c3)C(=O)C21 (centres undefined) | -4% | 0% | -80%[56.9 µM]
O=C(CC1C=CCC1)Nc1ccccc1 (centres undefined) | -10% | 0% | -5%
